# Ec RNAP inh: inhibitors of Escherichia coli RNA polymerase; P0A8V2; E. coli RNA polymerase, fluorescence transcription assay; inhibition, %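 (tested at 10 µM)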; 0.2% of 62,000 active; AID 559; in the data active = inhibition above about 20%;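 also: 0% = enzyme without compound and 100% = no enzyme blank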
# CatB inh: human cathepsin B inhibition. P07858. purified cathepsin B, fluorogenic substrate, fluorescence. inhibition, %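 (tested at 10 µM)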. 0.1% of 63,000 active. AID 453; in the data active = inhibition above about 21%;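 also: 0% = enzyme with no compound and 100% = no enzyme blank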
# ROCK2 blocker: inhibitors of human Rho kinase 2 | O75116 | purified ROCK2, Kinase-Glo ATP depletion luminescence | inhibition, % at 6 µM | 0.35% of 60,000 active | AID 604;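 active = inhibition above the screen-wide mean inhibition plus 3 SD, cut at about 18% in these data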;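 also: plate controls were DMSO wells for no effect and Y-27632 control wells after no-enzyme background subtraction for full effect; many of its hits are not listed in these tables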
# Target sequence (O75116 whole entry, looked up): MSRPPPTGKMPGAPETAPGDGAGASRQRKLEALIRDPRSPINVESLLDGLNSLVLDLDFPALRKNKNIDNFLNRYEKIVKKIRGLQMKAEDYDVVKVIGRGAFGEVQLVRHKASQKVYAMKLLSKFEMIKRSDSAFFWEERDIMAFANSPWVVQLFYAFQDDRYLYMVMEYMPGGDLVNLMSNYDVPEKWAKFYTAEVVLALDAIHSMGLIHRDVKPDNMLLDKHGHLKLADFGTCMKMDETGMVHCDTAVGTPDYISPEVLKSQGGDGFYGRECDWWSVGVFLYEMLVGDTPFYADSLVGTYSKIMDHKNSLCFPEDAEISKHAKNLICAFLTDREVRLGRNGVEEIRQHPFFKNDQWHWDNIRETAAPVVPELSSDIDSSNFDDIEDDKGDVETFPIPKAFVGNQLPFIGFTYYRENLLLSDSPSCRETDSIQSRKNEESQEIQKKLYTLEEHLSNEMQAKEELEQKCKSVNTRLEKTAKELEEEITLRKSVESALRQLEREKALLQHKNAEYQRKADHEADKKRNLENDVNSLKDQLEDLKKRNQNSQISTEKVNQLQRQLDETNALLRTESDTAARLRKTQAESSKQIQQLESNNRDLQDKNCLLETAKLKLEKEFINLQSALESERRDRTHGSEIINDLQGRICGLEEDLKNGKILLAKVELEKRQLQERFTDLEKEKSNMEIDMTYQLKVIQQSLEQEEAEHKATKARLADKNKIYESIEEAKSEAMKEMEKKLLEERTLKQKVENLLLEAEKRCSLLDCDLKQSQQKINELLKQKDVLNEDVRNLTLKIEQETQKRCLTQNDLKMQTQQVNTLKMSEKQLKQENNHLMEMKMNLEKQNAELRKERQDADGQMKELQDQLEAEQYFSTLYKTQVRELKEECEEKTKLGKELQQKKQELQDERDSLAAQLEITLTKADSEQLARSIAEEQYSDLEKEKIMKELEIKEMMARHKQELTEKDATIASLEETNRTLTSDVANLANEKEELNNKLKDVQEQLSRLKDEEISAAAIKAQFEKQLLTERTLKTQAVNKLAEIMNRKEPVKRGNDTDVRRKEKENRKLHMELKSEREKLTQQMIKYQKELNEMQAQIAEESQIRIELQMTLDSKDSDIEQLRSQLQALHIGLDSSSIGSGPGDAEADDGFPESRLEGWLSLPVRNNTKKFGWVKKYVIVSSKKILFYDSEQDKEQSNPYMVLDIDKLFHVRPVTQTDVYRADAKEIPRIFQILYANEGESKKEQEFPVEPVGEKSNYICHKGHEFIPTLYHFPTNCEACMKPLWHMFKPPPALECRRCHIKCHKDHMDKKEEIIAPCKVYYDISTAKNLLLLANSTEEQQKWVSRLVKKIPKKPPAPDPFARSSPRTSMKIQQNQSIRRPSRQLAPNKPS
# AP ELISA ortho: alternative pathway complement inhibition, orthogonal assay; Human serum alternative complement pathway, LPS-coated ELISA, C3 deposition; tested in compound mixtures; inhibition, % at 5 µM; 0.08% of 62,000 active; AID 1235;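 active = inhibition above 30% in each of the two pooled mixtures holding the compound, so the lower value exceeds 30%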;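 also: 0% = serum in Mg-EGTA without compound and 100% = EDTA serum blank; some compounds past the cut are filed as inactive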
#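 Assay system: human serum alternative complement pathway, C3 deposition on LPS-coated wells; Dosing: 5 µM per compound in ten-compound mixtures; Detection: Anti-C3 ELISA, OD 450 nm; Buffer or medium: Mg2+-EGTA GVB++ buffer containing human serum at 1:15 dilution; Timing: 1 h at 37 °C; Replication: two different pools per compound.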
# PKA kinase inh: inhibitors of human protein kinase A. PKA Kemptide phosphorylation, Kinase-Glo ATP luminescence. inhibition, % at 6 µM. 0.1% of 65,000 active;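 active = inhibition above the screen-wide mean inhibition plus 3 SD, cut at about 21% in these data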; also: many of its hits are not listed in these tables
# RORA act: activators of human nuclear receptor RORA | CHO-K1 Gal4-RORA LBD luciferase reporter, luminescence; percent increase over mock-subtracted basal signal | activation, % at 10 µM | 1.5% of 65,000 active;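 active = activation above the mean of all tested compounds plus 3 SD, cut at about 49% in these data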;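 also: 0% = DMSO-treated RORA cells and 100% = added signal equal to DMSO minus mock-transfected cells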
# JNK3 inh: blocks human JNK3 kinase activity | inhibition, % at 8 µM | 0.61% of 60,000 active | purified JNK3 kinase activity, HTS | AID 746; in the data active = inhibition above about 17%;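 also: 0% = DMSO and 100% = reference inhibitor; many of its hits are not listed in these tables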
# CatB mixtures: inhibitors of human cathepsin B in compound mixtures. P07858. Purified cathepsin B, AMC dipeptide fluorescence. inhibition, %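 (ten-compound pools at 5 µM per compound and 50 µM total)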. AID 488. 0.06% of 62,000 active; in the data active = inhibition above about 22%, passing the limit was not always enough;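 also: 0% = enzyme without compound and 100% = no enzyme blank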
# CatS block: human cathepsin S inhibition; inhibition, %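 (tested at 5 µM per compound within 10-compound mixtures)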; 0.06% of 62,000 active; AID 501; P25774; recombinant cathepsin S, AMC dipeptide fluorescence, pooled mixtures; in the data active = inhibition above about 32%, passing the limit was not always enough;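 also: 0% = enzyme without compound and 100% = blank without enzyme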
# * = called active by the depositor; · = not tested or not shown. Some of the compounds tested, so the mix of outcomes need not match the whole.
SMILES,Ec RNAP inh,CatB inh,ROCK2 blocker,AP ELISA ortho,PKA kinase inh,RORA act,JNK3 inh,CatB mixtures,CatS block
COc1cc2cc(CN(C(=O)NC3CCCCC3)C3CCCC3)c(=O)[nH]c2cc1OC,3,-4,2,-9,5,-13,-2,0,8
c1ccc2[nH]c(CN3CCCCCC3)nc2c1,13,8,3,9,5,-2,0,2,4
CC(C)Cc1nnc(NC(=O)CCC(=O)N2CCOCC2)s1,11,2,1,3,7,-20,-4,3,3
CN(c1ccc(OCc2nnc(-c3ccccc3)o2)cc1)S(=O)(=O)c1ccccc1,4,-5,4,13,7,-15,2,3,1
N#C/C=C1/NC(=O)c2ccccc2S1,1,-1,0,-6,14,6,-9,-1,-2
CCN1CCCC1CNC1=NCCCCC1 (stereo not given),11,6,2,2,7,-24,-1,1,10
CCCC(c1nnnn1CS(=O)(=O)c1ccc(C)cc1)N1CCN(c2ccc(F)cc2)CC1 (stereo not given),1,1,-2,10,-5,4,1,1,33
C=CCOC(=O)C1=C(C)NC(=O)NC1c1ccc(OC(=O)c2ccco2)c(OC)c1 (stereo not given),3,-2,9,2,8,-11,2,-1,-1
CC(=O)c1cccc(NS(=O)(=O)N2CCCCC2)c1,7,-1,6,-5,5,3,-1,0,13
CC(C)CNC(=O)C1C2C=CC(C2)C1C(=O)O (stereo not given),4,2,0,21,4,3,4,-8,-21
CC1OC2C(OC1C)N(S(C)(=O)=O)CCN2S(C)(=O)=O (stereo not given),6,-4,7,22,12,26,-3,4,3
Cc1ccc(CNS(=O)(=O)c2ccc3oc(C(=O)O)c(C)c3c2)cc1,1,-3,1,14,0,-25,-1,4,3
O=C(O)c1ccc(S(=O)(=O)c2ccc3c(c2)C(=O)N(CC2CCCO2)C3=O)cc1 (stereo not given),11,5,2,7,2,9,4,2,3
CCCSc1nnc2nc3c(nn12)c1ccccc1n3C,1,0,5,17,3,-5,-8,4,-3
Cc1ccc(NC(=O)CN(C)S(=O)(=O)c2cccc3cccnc23)cc1,9,2,5,9,2,-13,2,1,7
N#C/C(=C1\CCCN1)c1nc2ccccc2c(=O)[nH]1,4,6,-1,-3,2,-8,-2,3,14
CN(C)S(=O)(=O)c1cccc(C(=O)Nc2cc(Cl)ccc2O)c1,5,4,-1,7,4,-8,0,5,-6
N#C/C(=C(\O)c1ccco1)c1ccccn1,5,8,6,-12,7,4,19*,-1,1
Cc1ccc(NC(=O)CSc2nnc(-c3ccccc3C)o2)cc1C,4,6,4,-19,8,0,6,4,21
O=C1C(C=NCCCN2CCOCC2)=C(O)c2ccccc21,2,2,-12,13,-6,-4,-3,-16,-25
CCOC(=O)C1=C(c2ccccc2)NC(SCC(=O)Nc2ccc(C)cc2)=C(C#N)C1c1ccco1 (stereo not given),2,10,2,7,4,-4,-4,2,-1
O=C(C1CCCN(S(=O)(=O)c2cccs2)C1)N1CCN(C2CCCCC2)CC1 (stereo not given),0,2,2,24,5,19,3,2,-6
Nc1cc(N)nc(SCC(=O)NCC2CCCO2)n1 (stereo not given),-6,3,-1,-31,-1,-3,3,-1,-1
Cc1ccc2c(C(=O)CN3CCSCC3)c(C)[nH]c2c1,8,8,-9,-6,-6,-12,-9,2,8
CCOC(=O)c1ccccc1NC(=O)c1ccc2c(=O)n3c(nc2c1)CCCCC3,4,0,3,10,3,-6,-3,3,-7
Cn1c(SCC(=O)Nc2ccc3c(c2)OCCO3)nnc1-c1ccccn1,6,-1,0,8,4,7,-2,-1,1
O=C(CSCCNS(=O)(=O)c1ccccc1)Nc1ccccc1,-5,3,-3,10,-6,1,-8,2,3
COC(=O)CSc1nc2cc(OC)ccc2cc1C#N,4,2,5,10,2,30,-6,3,-9
CSc1nc(NC(C)C)nc(N2CCOCC2)n1,8,5,-3,3,-4,-6,0,6,15
COc1ccc(CN2CCN(c3cccc(C)c3C)CC2)cc1OC,10,·,5,-1,2,-14,-1,2,9
C=CCn1c(CCC(=O)O)ccc1-c1ccc(OC)cc1,0,-5,6,11,6,10,-2,2,2
O=C(NC1CC1)C1CCN(c2ccc(S(=O)(=O)N3CCOCC3)cc2Cl)CC1,9,8,·,0,-1,-6,·,7,14
CCCCCN(C(=O)NC(=O)Nc1ccccc1OC)S(C)(=O)=O,2,3,6,10,8,11,3,-4,4
C=CCNC(=O)Nc1ccc2oc(C)nc2c1,0,2,-4,10,-6,-22,1,5,-26
CC1Cc2ccccc2N1C(=O)COC(=O)C1=COCCO1 (stereo not given),1,-1,6,16,4,12,4,4,-7
CC1(C(=O)O)CCC(C(=O)NCCc2ccccc2)C1(C)C (stereo not given),4,-4,2,12,2,-11,9,4,-9
Cc1cccc(OCC(=O)N2CCC(c3ccccc3)C2)c1 (stereo not given),-5,0,2,-12,4,44,-5,1,12
CN(C)c1nc(OCCOC(=O)c2ccccc2)nc(N(C)C)n1,11,3,4,16,2,-4,1,4,-3
CC1(C)Cc2c(sc3ncn4nc(-c5ccco5)nc4c23)CO1,9,-1,5,17,0,-6,6,3,-2
COC(=O)c1ccc(OC(=O)c2ccc(OC)c(OC)c2)c(OC)c1,7,7,-7,·,3,-6,-4,·,·

# Reformatted field by field: part of the list above.
> Nc1cc(N)nc(SCC(=O)NCC2CCCO2)n1 (stereo not given)
  Ec RNAP inh = -6
  CatB inh = 3
  ROCK2 blocker = -1
  AP ELISA ortho = -31
  PKA kinase inh = -1
  RORA act = -3
  JNK3 inh = 3
  CatB mixtures = -1
  CatS block = -1
> Cc1ccc2c(C(=O)CN3CCSCC3)c(C)[nH]c2c1
  Ec RNAP inh = 8
  CatB inh = 8
  ROCK2 blocker = -9
  AP ELISA ortho = -6
  PKA kinase inh = -6
  RORA act = -12
  JNK3 inh = -9
  CatB mixtures = 2
  CatS block = 8

# Going on with the list.
SMILES,Ec RNAP inh,CatB inh,ROCK2 blocker,AP ELISA ortho,PKA kinase inh,RORA act,JNK3 inh,CatB mixtures,CatS block
Cc1ccc2c(c1)nnn2C1CCN(CC(=O)Nc2ccc3c(c2)OCCO3)CC1,2,1,2,-1,0,20,6,2,3
COc1ccc(CNC2CCCCC2)cc1,4,-1,-3,18,-6,-11,3,7,1
Cc1ccc(Nc2nnc(SCC(=O)NCc3ccco3)s2)cc1,6,4,1,10,6,-8,5,-10,-26
CC(=O)OCC1OC(n2ccc(=O)[nH]c2=O)C(O)C1O (stereo not given),0,6,8,17,11,10,-5,-2,-4
C=C(C)CSc1nnc2[nH]c(=O)cc(N)n12,5,0,3,4,3,-11,2,4,-32
O=C(O)C1CC(=O)N(Cc2cccs2)C1 (stereo not given),5,2,8,·,7,4,0,·,·
Cc1cc(N2C(=O)C(=O)/C(=C(/O)c3ccc(F)cc3)C2c2ccc(F)cc2)no1 (stereo not given),11,0,-13,2,-1,-10,3,37,24
CCCCCn1c(CN2CCN(c3cc(Cl)ccc3C)CC2)nc2c1c(=O)[nH]c(=O)n2C,2,-2,4,17,4,-9,6,9,5
Cc1cc(C)nc(NC2=NCC(=O)N2c2ccc(Cl)cc2)n1,9,5,9,9,7,-17,0,3,-7
O=C(Cn1cnc2c(nnn2Cc2ccc(Cl)cc2)c1=O)NCC1CCCO1 (stereo not given),7,2,-3,5,-3,2,-5,-11,-22
Clc1cccc(OCCN2CCOCC2)c1,3,0,7,28,2,-11,-6,-1,-11
CC(C)(CSc1nncn1/N=C/c1ccco1)NS(=O)(=O)c1ccc(Cl)cc1,7,-1,5,-7,6,-24,2,-1,7
O=C(c1ccc2c(=O)n(Cc3ccc4c(c3)OCO4)c(=S)[nH]c2c1)N1CCCCC1,2,-1,·,13,5,-9,·,5,0
Cc1cccc(NC(=O)c2ccccc2O)c1C,9,3,·,19,·,·,·,5,1
O=C(Nc1nnc(-c2ccccc2)o1)Nc1ccccc1Cl,5,0,4,19,5,2,-6,6,1
CCCN=Cc1sc2ccc(OCC)cc2c1O,5,2,1,10,5,19,-8,-1,-7
O=C(C1CCCN(S(=O)(=O)c2cccc3nsnc23)C1)N1CC=C(c2ccccc2)CC1 (stereo not given),5,2,4,11,7,12,-1,4,2
O=C(Nc1ccncc1)C1COc2ccccc2O1 (stereo not given),9,1,17,2,14,-1,7,0,3
Cc1ccc(SCc2nnc(N)s2)cc1,6,1,2,·,6,4,0,·,·
COC(=O)CCc1c(C)c(C(=O)c2ccco2)c2ccccn12,8,1,4,4,16,8,3,1,7
C=C(C)c1cccc(C(C)(C)NC(=O)NCCCn2ccnc2)c1,3,-5,-2,15,-4,-2,2,6,8
CC(C)(C)n1ncc2c(=O)n(CC(=O)Nc3ccc(Cl)cc3)cnc21,18,-1,-1,9,1,-18,5,4,0
CC1CCCC(C)N1Cc1cn2ccccc2n1 (stereo not given),1,2,-3,-4,-6,-6,7,-1,10
C=CCNC(=O)Nc1ccc(OCC)cc1,9,2,8,-2,8,19,-3,5,11
COc1nc(OC/C(N)=N/O)nc(N2CCOCC2)n1,3,9,3,2,6,-16,-1,1,5
O=C(NC(C(=O)c1ccccc1)n1ccc(=O)[nH]c1=O)c1ccccc1 (stereo not given),10,-2,2,-1,10,-8,5,4,9
Cc1csc(NC(=O)CSCC(=O)Nc2ccccc2)n1,5,-1,6,-1,8,-3,1,1,-1
O=C(NCCN1CCOCC1)[C@H](Cc1ccccc1)N1C(=O)c2ccccc2C1=O,7,-1,5,6,6,3,5,5,12
COc1cccc(C(c2sc3ncnn3c2O)N2CCN(C(=O)c3ccco3)CC2)c1 (stereo not given),12,2,3,1,6,-6,4,0,11
CSc1ccc(NC(=O)CC(C)=O)cc1,5,4,1,-6,3,-4,-4,3,0
COc1cccc(-n2c(CNC(=O)OC(C)(C)C)n[nH]c2=S)c1,0,-1,-4,-1,-1,-7,-3,-4,-6
COc1ccc(CCNC(=O)Cc2cc(=O)[nH]c(=O)[nH]2)cc1OC,3,-3,2,4,-6,-11,-1,1,-3
COCCSc1ccccc1C(=O)NCC1CCCO1 (stereo not given),·,0,5,-1,4,-22,4,0,-4
Cc1cc(C)nc(N2CCCC(C(=O)NCc3cccc(C(F)(F)F)c3)C2)n1 (stereo not given),5,0,-3,-6,-1,0,-7,3,7
CC1(C)Cn2c(nnc2-c2ccccc2)S1,7,1,8,8,10,4,4,-1,-7
Cc1ccccc1OCc1nnc(SCC(=O)Nc2ccc3c(c2)oc2ccccc23)n1C,1,-6,6,14,-1,-20,-1,6,-3
CC(C)[C@H](NC(=O)[C@@H]1CSCN1C(=O)OC(C)(C)C)C(=O)NCC1CCC(C(=O)O)CC1 (stereo not given in full),-11,-2,10,23,10,-1,-2,-7,-7
Cc1ccc(C(=O)N2CCCCCC2)cc1Br,4,5,16,17,8,11,-5,4,0
CC1CC(C)CN(S(=O)(=O)c2ccc(C(=O)Nc3nnc(-c4cccs4)o3)cc2)C1 (stereo not given),3,1,0,7,7,-41,-1,0,6
CC(=O)NC1Sc2ccccc2N=C1c1ccccc1 (stereo not given),9,5,2,-4,12,42,0,5,-3
CC(C)(C)c1cc(Br)ccc1OCC(=O)Nc1ncn[nH]1,9,3,2,14,1,-4,-2,5,1
O=C(c1cnc2n(c1=O)CCS2)N1CCc2ccccc21,-2,0,-3,-4,5,17,-2,1,4
COc1cc(C2Nc3ccccc3C(=O)N2c2ccccc2OC)ccc1O (stereo not given),4,3,3,4,5,6,1,0,-1
O=S(=O)(NCC1CCCO1)c1ccc(Oc2ccccc2)cc1 (stereo not given),5,3,1,11,5,-4,2,-1,-2
